MBD2 inh – inhibitors of human MBD2 binding to methylated oligonucleotide | Q9UBB5 | TR-FRET | inhibition, % at 4.4 µM | hit rate 0.31% among 370,000 | AID 686964; in the data active means inhibition above about 13%
ssDAF-12 act – activators of S. stercoralis DAF-12 nuclear receptor; HEK293 ssDAF-12/GRIP1 lit1-tk-luc reporter, luminescence; % of 3 µM dafachronic acid response; activation, % at 6.8 µM; hit rate 1% among 370,000; AID 652126;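 active means activation above the mean over all tested compounds plus 3 SD, cut at about 0.9% in these data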;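 further: 0% = DMSO-only wells and 100% = 3 µM delta7-dafachronic acid wells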
DAX1 inh-1 – inhibitors of DAX1 repression of SF-1 activated StAR promoter | HEK293T StAR-luciferase reporter, SF-1/DAX-1 repression relief | inhibition, % at 6.8 µM | hit rate 1.1% among 370,000 | AID 652010;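 active means inhibition above the mean over all tested compounds plus 3 SD, cut at about 3.6% in these data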;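 further: 0% = DAX-1 cells with DMSO and 100% = cells lacking DAX-1 with DMSO; higher inhibition means more luminescence from relief of DAX-1 repression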
PLC-gamma1 inh – PLC-gamma1 (human) inhibition, primary screen; P19174; purified PLC-gamma1, fluorogenic substrate, fluorescence; inhibition, % at 12.2 µM; hit rate 0.84% among 370,000; in the data active means inhibition above about 9.5%
hcDAF12 agonist – activators of H. contortus DAF-12 nuclear receptor; HEK293 hcDAF-12 lit1-tk-luc reporter, luminescence; 0% DMSO, 100% Δ7-dafachronic acid; activation, % at 6.8 µM; hit rate 1.4% among 370,000; AID 652067;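 active means activation above the mean of all tested compounds plus 3 SD, cut at about 5.5% in these data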;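 further: 100% = response to 3 µM Δ7-dafachronic acid high control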
DAX1 inh-2 – inhibits human nuclear receptor DAX1. inhibition, % at 6.75 µM. AID 504766. hit rate 0.99% among 340,000. HEK293 Gal4-DAX1 luciferase reporter, luminescence;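 active means inhibition above the mean over all tested compounds plus 3 SD, cut at about 4.2% in these data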;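 further: 0% = DAX1-transfected cells with DMSO and 100% = empty-vector control cells with DMSO; inhibition shows as a rise in luminescence from relieved DAX1 repression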
PLC-beta3 inh – blocks human PLC-beta3 enzyme activity | Purified PLC-beta3, fluorogenic substrate, fluorescence | hit rate 0.18% among 370,000 | inhibition, % at 12.2 µM; in the data active means inhibition above about 11%;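 further: 0% = median of compound wells on plate and 100% = full blocker control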
Target sequence (Q01970 whole entry, looked up): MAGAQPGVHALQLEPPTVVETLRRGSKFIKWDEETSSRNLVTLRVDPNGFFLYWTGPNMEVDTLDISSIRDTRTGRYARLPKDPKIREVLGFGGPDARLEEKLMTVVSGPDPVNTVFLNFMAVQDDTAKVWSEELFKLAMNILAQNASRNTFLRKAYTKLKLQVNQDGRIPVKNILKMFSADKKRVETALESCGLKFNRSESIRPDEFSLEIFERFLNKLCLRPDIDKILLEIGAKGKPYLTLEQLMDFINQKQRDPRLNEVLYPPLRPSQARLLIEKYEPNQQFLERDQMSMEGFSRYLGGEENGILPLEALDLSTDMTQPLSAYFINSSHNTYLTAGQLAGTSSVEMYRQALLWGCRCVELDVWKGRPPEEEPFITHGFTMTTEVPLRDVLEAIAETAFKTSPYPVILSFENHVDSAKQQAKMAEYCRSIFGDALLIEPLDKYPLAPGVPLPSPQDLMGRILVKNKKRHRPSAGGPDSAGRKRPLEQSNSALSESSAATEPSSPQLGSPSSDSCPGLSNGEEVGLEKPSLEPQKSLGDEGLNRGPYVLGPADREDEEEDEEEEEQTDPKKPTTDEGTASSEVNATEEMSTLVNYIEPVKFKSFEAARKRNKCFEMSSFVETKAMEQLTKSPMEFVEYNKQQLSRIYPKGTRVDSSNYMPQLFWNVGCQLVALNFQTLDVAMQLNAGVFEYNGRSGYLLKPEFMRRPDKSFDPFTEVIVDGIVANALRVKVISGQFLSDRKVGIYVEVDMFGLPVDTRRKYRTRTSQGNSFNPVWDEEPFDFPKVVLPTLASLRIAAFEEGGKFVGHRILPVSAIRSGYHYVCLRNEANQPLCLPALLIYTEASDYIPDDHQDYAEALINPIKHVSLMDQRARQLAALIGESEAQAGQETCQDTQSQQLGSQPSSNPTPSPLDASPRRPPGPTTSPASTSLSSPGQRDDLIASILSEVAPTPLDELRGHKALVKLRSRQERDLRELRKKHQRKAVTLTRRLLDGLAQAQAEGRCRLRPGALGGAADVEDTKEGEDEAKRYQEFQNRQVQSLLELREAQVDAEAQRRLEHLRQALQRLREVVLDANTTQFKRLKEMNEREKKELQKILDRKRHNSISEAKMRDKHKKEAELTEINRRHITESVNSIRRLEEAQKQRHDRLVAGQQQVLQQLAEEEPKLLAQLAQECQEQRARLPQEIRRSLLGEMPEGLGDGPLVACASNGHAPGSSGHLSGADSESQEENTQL
ADAM17 inh – ADAM17 inhibition, QFRET primary screen. inhibition, % at 6.95 µM. hit rate 0.83% among 370,000. recombinant ADAM17, EDANS/DABCYL FRET peptide cleavage. P78536. AID 720648;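 active means inhibition above the mean of compounds lying between control limits plus 3 SD, set per campaign, cut at about 8.5% in these data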;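 further: 0% = DMSO-only wells as the low control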
Rev-erbA mod – Rev-erb alpha (human) modulation. AID 1259318. activity, % at 10 µM. hit rate 0.79% among 370,000. Rev-erbα–FITC-DNA binding, fluorescence polarization, 90 min. P20393;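 active means activity above about 14%, limit read from the data; passing the limit was not always enough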;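 further: 0% = DMSO wells with 35 nM protein and 100% = DMSO wells with 750 nM protein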
SMARCA2 act – SMARCA2 function activation, primary screen; hit rate 1% among 370,000; activation, % at 9.1 µM; MG213 cells, MMTV-luciferase reporter, dexamethasone, overnight; in the data active means activation above about 7.8%;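 further: 0% = vehicle wells and 100% = reference activator wells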
hgDAF-12 ag – agonists of H. glycines DAF-12 nuclear receptor; hit rate 1.8% among 370,000; activation, % at 6.8 µM; HEK293 GAL4-hgDAF12 UAS-luciferase reporter, agonist luminescence; normalized to butyrate control;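 active means activation above a cutoff set at the mean of all screened compounds plus 3 SD, cut at about 10% in these data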;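 further: 0% = DMSO wells and 100% = sodium butyrate wells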
An asterisk follows results filed as active; i = inactive; x = no result given. The order is random; 7.4% or so of the library scored in one or more.

structure	ssDAF-12 act	DAX1 inh-2	DAX1 inh-1	hgDAF-12 ag	ADAM17 inh	MBD2 inh	PLC-gamma1 inh	PLC-beta3 inh	hcDAF12 agonist	Rev-erbA mod	SMARCA2 act
COc1ccccc1Cn1c(=S)[nH]c2cc(C(=O)NCC3CCCO3)ccc2c1=O (stereo not given)	-2.0	-0.5	-1.8	0.8	-2.3	0.3	-2.1	-8.6	-2.3	0.8	-3.5
CCNC(=S)NNC(=O)CCn1c2ccccc2c2ccccc21	-1.1	0.6	-0.4	-3.5	0.0	1.6	1.1	1.2	0.4	4.2	0.8
CCOc1ccc(CN(C)C(=O)CNC(=O)c2ccc3ccccc3c2)cc1OC	-1.5	-0.8	-0.7	-3.5	-0.3	-5.1	-4.2	-3.6	-3.7	-0.5	-0.6
O=C(CCC(=O)N1CCN(c2ccc(F)cc2)CC1)c1ccccc1	-0.6	0.5	-0.6	1.0	-3.8	-3.3	-0.1	-8.9	-1.8	-6.3	1.8
COc1cccc(-c2ocnc2C(=O)Nc2ccc3c(c2)CCC3)c1	-1.1	-0.5	-0.2	-0.4	-4.7	1.4	-1.0	-11.6	-2.2	9.0	-3.4
CC(NC(=O)c1cc2c(cc1Cl)N1CCCCCC1=NS2(=O)=O)c1ccc(S(N)(=O)=O)cc1 (stereo not given)	-0.7	2.1	0.5	-0.3	-1.8	5.5	-2.7	-5.2	-0.4	6.1	-2.5
OC(c1ccc2c(c1)OCO2)c1ncc(-c2ccccc2)[nH]1 (stereo not given)	-1.0	x	0.8	1.3	-0.6	-1.2	2.2	3.9	0.5	6.2	0.9
CCCN(CC(=O)Nc1ccccc1OC)C(=O)CCC(=O)c1ccc(F)cc1	-1.1	-0.4	-0.7	-1.0	-0.5	-2.7	-3.1	-5.8	-1.4	-3.6	0.1
Cc1ccc(CNC(=O)CN(C(=O)C2(C)CC(=O)N=C3C=CC=CN32)c2ccccc2F)cc1 (stereo not given)	-1.2	-0.3	0.3	1.1	-322.5	1.8	-107.2	-149.1	0.2	-1.3	-2.0
O=C(NCc1nnc(SCC(=O)N2CCCC2)o1)c1c(F)cccc1Cl	-1.0	-0.3	-0.1	-0.3	-4.5	-8.2	-2.2	-1.2	0.3	1.8	-3.1
Cc1cc(C)c(C#N)c(N2CCN(Cc3ccccc3)CC2)n1	-2.2	0.5	-0.2	-1.6	-5.6	2.9	-4.5	-8.0	-0.6	7.5	-3.3
CCC[C@H]1[C@@H](NC(=O)C2CCCCC2)CC[C@@]23CCCN2C(=O)CCC[C@@H]13	-0.8	x	x	-0.6	-2.4	-3.8	2.6	-0.5	-0.9	2.3	x
COc1cccc(CNC(=O)[C@@H]2CCCN2C(=O)[C@@H]2CCCN2C(=O)c2cccc(OC)c2)c1	-1.1	x	-0.8	0.2	-3.4	-4.6	-2.0	2.9	-1.9	-5.1	-2.0
CCN([C@H](CO)C(C)C)S(=O)(=O)c1ccccc1Br	-0.2	-0.3	-0.1	2.2	-0.8	-0.7	1.1	2.6	1.2	-0.2	1.6
COc1cc2c(cc1OC)C(Cc1ccc(O)cc1)NCC2 (stereo not given)	-0.7	-0.1	-0.2	-2.0	-4.4	-2.8	-12.1	-8.1	1.0	-2.2	1.0
O=C(COn1nnc2ccc(Cl)cc21)NCc1ccccc1	-1.4	0.2	0.5	-0.3	-2.0	5.3	1.5	-2.3	-1.4	0.6	2.9
CCNc1nc(NC(C)CC)nc(Oc2ccc(=O)[nH]n2)n1 (stereo not given)	-1.6	-0.1	0.1	-1.6	-3.0	-3.4	-1.4	3.2	-0.3	0.2	-3.2
C[C@H]1CN([C@@H](C)CO)C(=O)c2cccc(NS(=O)(=O)c3ccc(Cl)cc3)c2O[C@@H]1CN(C)CC1CCCCC1	-0.8	0.3	0.1	-1.9	2.3	1.4	3.2	0.2	-0.8	-2.1	-0.6
CC(C)C[C@H]1COc2cc(N3CCSCC3)ccc2S(=O)(=O)N1C	-0.6	x	-0.6	-1.1	-1.8	-3.4	-1.9	1.5	0.1	5.1	-1.8
CCCCn1cnc2c(SCc3ccccc3F)nc(N)nc21	-1.0	-1.5	1.9	4.8	-3.6	0.8	3.8	0.9	-1.3	-9.8	5.4
Cc1cccc(C(=O)N2CCCC(CCC(=O)N3CCN(c4ccccn4)CC3)C2)c1 (stereo not given)	-1.7	-1.1	-3.5	-1.7	-6.0	5.0	-2.7	-13.5	-3.4	-0.3	-3.2
CSCCC(NS(=O)(=O)c1ccc(C)cc1)C(=O)NCC(C)(C)N1CCOCC1 (stereo not given)	-0.7	0.3	-0.6	2.6	-3.5	-0.2	1.7	-2.1	1.3	0.4	-1.1
CC(=O)Nc1ccc(NC(=O)C2Cc3c(-c4cccc(F)c4)ccnc3O2)cc1 (stereo not given)	-1.6	x	0.2	0.5	-1.3	0.5	-2.7	-3.8	-2.0	-4.3	-0.6
N#Cc1cccc(NC(=O)COC(=O)c2ccc[n+]([O-])c2)c1	-1.3	0.1	-0.8	0.7	-3.3	3.0	-3.8	-9.7	1.7	-1.9	-1.6
CNC(=O)COC(=O)c1ccccc1C(=O)c1ccc(Cl)c([N+](=O)[O-])c1	-0.8	-0.2	-0.4	1.4	-0.8	0.8	-0.6	1.2	-1.0	-1.2	-8.3
CC(NC(=O)c1cccc(N2CCCC2=O)c1)c1ccc2c(c1)OCCO2 (stereo not given)	-0.6	0.6	0.1	-0.1	3.3	-3.0	4.6	3.5	-0.4	-4.7	1.0
Cc1cc(C)c2cc(C#N)c(N3CCNCC3)nc2c1	-1.4	0.3	-0.7	-3.0	-42.0	-1.4	-30.7	-47.0	-1.4	-6.4	3.6
Cc1cc(OCC(=O)Nc2ccc(OCc3ccccc3)cc2)nc(C(C)C)n1	-1.2	0.3	-1.5	2.7	0.7	-2.8	3.5	2.4	-0.6	1.3	-1.1
CCOC(=O)C1(C)/C(=N/Nc2cccc(Cl)c2)C(=O)C(=O)N1c1ccccc1 (stereo not given)	-0.9	0.3	0.3	-0.4	-1.4	4.0	0.8	3.3	-1.6	3.2	0.6
COc1ccc(CCNC(=O)C(=O)NCC2CCCN2S(=O)(=O)c2ccc(OC)cc2)cc1 (stereo not given)	-1.6	-1.9	-7.6	-7.5	-2.7	-1.0	-1.4	-9.3	-2.8	0.7	-1.9
O=P(c1ccccc1)(c1ccccc1)c1nc(-c2ccccc2)oc1N1CCOCC1	-1.3	-1.1	0.0	-1.2	-5.7	-3.1	-11.4	-19.4	-0.4	4.2	-6.5
CNC(=O)N(O)C1N(C)C(=O)N(Cc2ccccc2)C1(C)C (stereo not given)	-0.7	0.9	0.1	0.6	-5.6	4.6	-0.3	-0.3	-1.4	4.8	-2.1
COc1cccc(NC(=O)Cn2c3ccccc3c3nc4n(c(=O)c32)CCCS4)c1	-0.4	0.3	-0.7	-2.5	-13.2	5.7	-0.8	-10.4	-3.0	3.4	-1.0
Cc1ccc(-c2nn(-c3ccccc3)cc2/C=C/C(=O)O)o1	-1.3	1.3	0.9	1.0	-78.0	-1.7	i	i	1.1	2.7	0.8
O=C(CCNC(=O)N1CC(=O)Nc2ccccc21)Nc1ccc(Cl)cc1	-1.1	0.9	-0.2	0.0	-4.4	3.9	0.1	-6.5	-1.6	-3.0	-1.0
CCc1ccc2c(c1)NC(=O)C2(C)Cc1ccc(Cl)s1 (stereo not given)	-1.8	x	-1.9	1.2	5.3	8.0	5.9	-10.2	-0.4	5.9	1.5
CC1(C(=O)Nc2cccc(-n3cnnn3)c2)Cc2ccccc2C(=O)O1 (stereo not given)	-1.2	-1.0	-1.2	-2.1	-1.9	0.7	-0.1	-0.4	-0.8	-1.8	2.0
C=CCNC(=S)NCc1ccc(CNC(=S)NCC=C)cc1	-1.8	0.1	-0.7	0.2	-2.4	2.8	0.5	-2.8	-0.8	1.6	0.3
CCC(C)(C)n1nnnc1CN1CCN(C(c2ccccc2)c2ccccc2)CC1	-1.2	-0.8	-0.8	-0.8	-5.1	10.6	7.0	0.7	-2.4	-2.4	-8.0
Cc1ccc2occ(/C=N/NC(=O)c3ccccc3C)c(=O)c2c1	-1.2	-0.4	0.4	8.4	0.7	1.7	-3.3	-11.7	-0.4	-2.1	-3.0
O=C(O)c1ccc2c3c(cccc13)C(=O)N(c1ccccc1)C2=O	-0.3	0.2	-0.2	-2.7	-8.0	6.5	-7.0	-8.6	4.6	-8.5	0.6
CCN(C(=O)COC(=O)CCOc1ccccc1)c1c(N)n(Cc2ccccc2)c(=O)[nH]c1=O	-0.8	0.6	0.2	8.8	-1.7	2.5	-0.2	-7.2	0.8	-1.8	-2.3
O=C(Nc1ccc(OC(F)F)cc1)c1cc(S(=O)(=O)N2CCOCC2)ccc1F	-0.7	-0.5	-1.3	-1.2	-1.3	2.8	-0.9	-3.6	-0.2	-0.2	-2.9
CCS(=O)(=O)n1nc(-c2ccc(Cl)cc2)nc1N	-1.1	1.6	-0.5	-0.4	-0.7	-0.7	2.1	-1.8	0.9	-4.8	-2.5
Cn1c(=O)c2cc(S(=O)(=O)Nc3cccc(F)c3)ccc2n(C)c1=O	-1.1	0.3	-0.3	1.9	-0.1	0.3	4.3	5.1	-0.7	0.5	2.4
O=C(Nc1c2c(nn1-c1ccccc1)CS(=O)(=O)C2)c1ccc2c(c1)OCO2	-0.6	-0.4	-0.8	0.2	-5.4	0.1	3.0	-11.8	-1.2	-1.0	-1.9
Cn1cnnc1SCC(=O)NC1CCCC1	-0.7	1.1	2.6	-0.4	8.2	4.5	4.2	-1.6	0.5	-7.2	-2.2

From PubChem BioAssay
